Source: PubChem BioAssay (several laboratories)
SDO1 yeast rescue – growth rescue of sdo1-depleted yeast, primary screen, S. cerevisiae, bone marrow failure model; z-score at 10 µM; actives 0.21% (n = 140,000); S. cerevisiae sdo1-depleted JHY4D growth rescue, OD600 30 h; stronger effect = higher value; pdr5 snq2 efflux-pump mutant strain;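 active = z-score above 3 at both the 24 hr and the 30 hr optical density reads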;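 also: z-score against mean and SD of all compound wells on the same plate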
INS promoter inh – inhibitors of insulin promoter-driven GFP, primary screen, imaging, TRM-6 cells (human fetal islet line), eGFP reporter, cell count | reporter expression induced with tamoxifen | actives 0.9% (n = 130,000) | inhibition, % at 2 µM;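 active = inhibition above the mean plus 3 SD, with well images judged a real hit on visual review, cut at about 60% in these data, passing the limit was not always enough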
SDO1 yeast rescue Rescue 24 h – recorded beside SDO1 yeast rescue, whose call it bears; z-score; S. cerevisiae sdo1-depleted JHY4D growth rescue, OD600; measured here: growth rescue at 24 h;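 0 is the plate mean of compound wells and units are plate SD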
* marks the source's active call; other numbers are inactive results; / = not tested or not shown.

SMILES | SDO1 yeast rescue | SDO1 yeast rescue Rescue 24 h | INS promoter inh
O=C(COC(=O)Cc1ccccc1[N+](=O)[O-])NCc1ccc(F)cc1 | 0.39 | 0.48 | /
O=C(CCN1CCc2ccccc2C1)Nc1ccccc1 | 0.1 | 0.11 | /
COc1ccc(-n2ncc3c(N4CCN(c5cc(C)ccc5C)CC4)ncnc32)cc1 | -0.41 | 1.17 | /
COc1ccccc1NC(=O)CCSCCC(=O)Nc1ccccc1OC | -1.11 | -2.03 | 15.6
COc1ccc(CCNC(=O)CSc2nc(N)cc(=O)[nH]2)cc1OC | / | / | -57.1
Cc1ccc(SCCNC(=S)Nc2cc(C)cc(C)c2)cc1 | -1.47 | -0.55 | 27.6
CCC(=O)Nc1ccc(Cl)c(NC(=S)NC(=O)c2cc3ccccc3o2)c1 | -0.88 | -0.27 | 30.0
Cc1ccn(C(=O)c2cc3ccccc3oc2=O)n1 | 0.08 | -0.36 | 7.7
CCc1c(C(=O)Nc2ncn(Cc3cccc(C)c3)n2)csc1C | -1.6 | -0.62 | 40.0
O=C(NC1(C(F)(F)F)C(=O)Nc2c1c(=O)[nH]c(=O)n2Cc1ccccc1)c1ccco1 (stereo not given) | 0.62 | 1.1 | 19.4
COC(=O)c1cc2occc2n1Cc1nc(-c2ccccc2C)oc1C | -0.7 | 0.31 | -46.3
O=C(O)C(=O)Cc1c[nH]c2ccccc12 | 0.35 | -0.09 | 40.9
O=C(Nc1nnc(CSCc2ccc(F)cc2)s1)c1cccc([N+](=O)[O-])c1 | 0.49 | 1.74 | /
Oc1ccc(-c2nnc(-c3ccc(O)cc3)nn2)cc1 | 0.03 | 0.23 | 72.7
COc1cc(NC(=O)c2ccco2)c(OC)cc1NC(=O)CCC(=O)Nc1cc(C)ccc1C | -0.27 | -0.72 | /
Cc1ccc(-c2nnc(N3CCOCC3)c3ccccc23)cc1S(=O)(=O)NCC1CCCO1 (stereo not given) | 0.06 | 0.42 | 0.0
O=C(CN1C(=O)C2C3C=CC(C3)C2C1=O)N1CC(=O)N(CCc2ccccc2)C(=O)C1 (stereo not given) | -0.09 | -0.09 | -92.3
COc1ccc(-n2c(SCC(=O)Nc3ccc4c(c3)OCO4)nc3ccccc3c2=O)cc1 | -0.9 | -0.32 | /
O=C(NCc1cccnc1)c1cccn1-c1ncc(C(F)(F)F)cc1Cl | / | / | 7.1
CCc1nnc(NC(=O)CSc2nnc(Cc3ccccc3)n2Cc2ccccc2)s1 | 0.07 | -0.08 | /
COc1ccc(OC)c(NC(=O)CSc2nnc(CNc3ccc(F)cc3)o2)c1 | -0.69 | 0.08 | /
COc1cc(Cl)nn(-c2ccccc2)c1=O | 0.48 | -0.3 | /
CC(O)c1cccc(NC2=CC(=O)CC(C)(C)C2)c1 (stereo not given) | 0.31 | 0.22 | 63.6
Cc1ccc(OCC(=O)n2cnnc2N)c(C)c1 | -1 | -0.66 | -3.4
CC1(C)CC(NC(=O)COc2ccc3ccccc3c2)CC(C)(C)N1 | 0.08 | -0.87 | -5.4

Next section, overlapping the part above by three compounds.
SMILES | SDO1 yeast rescue | SDO1 yeast rescue Rescue 24 h | INS promoter inh
CC(O)c1cccc(NC2=CC(=O)CC(C)(C)C2)c1 (stereo not given) | 0.31 | 0.22 | 63.6
Cc1ccc(OCC(=O)n2cnnc2N)c(C)c1 | -1 | -0.66 | -3.4
CC1(C)CC(NC(=O)COc2ccc3ccccc3c2)CC(C)(C)N1 | 0.08 | -0.87 | -5.4
C=Cn1nc(C)c2ccccc2c1=O | 1.05 | 1.29 | 8.1
O=C(O)CSc1nc2c(cnn2-c2ccccc2)c(=O)n1-c1ccc(Br)cc1 | 0.1 | 0.16 | 50.0
O=C(O)C(Cc1ccccc1)n1cnnn1 (stereo not given) | 2.59 | 3.79 | /
CCOc1ccc(OCC)c(NC(=O)Cn2c(C)nc3ccccc3c2=O)c1 | / | / | 42.9
O=C(Nc1ccccc1)c1ccccc1OCC(O)CN1C(=O)c2ccccc2S1(=O)=O (stereo not given) | -0.21 | -0.08 | 8.3
CCC(C)NC(=O)Cn1c(=O)n(-c2ccc(OC)cc2)c(=O)c2ccc(C(=O)NCc3ccc(C)cc3)cc21 (stereo not given) | / | / | 26.7
CCCNC(=O)Cn1c(=O)cnc2ccccc21 | 0.57 | 0.29 | /
Cc1ccccc1C(=O)NC(=S)Nc1ccc(Cc2ccncc2)cc1 | -0.68 | -1.05 | 27.0
CCS(=O)(=O)N1CCN(S(=O)(=O)c2ccc(F)cc2)CC1 | 0.3 | -0.26 | /
COc1ccc(CCNC(=O)CCc2ccc(S(=O)(=O)NC(C)C)cc2)cc1OC | -0.14 | -1.19 | 21.4
CC1CC(C)CN(S(=O)(=O)c2ccc(C(=O)NN3CCOCC3)cc2)C1 (stereo not given) | / | / | 11.1
CCOC(=O)N1CCN(C(=O)c2cccc(NS(=O)(=O)c3ccc(F)c(F)c3)c2)CC1 | 0.47 | 0.02 | -78.6
O=C1Nc2ccccc2SC(c2ccccc2)C1O (stereo not given) | 0.4 | 1.47 | -8.7
Cc1ccc(S(=O)(=O)N2CCOCC2)cc1C(=O)NCc1ccc(F)cc1 | 1.14 | 1.47 | -11.4
CCOC(=O)C1CCCN(Cc2ccccc2Cl)C1 (stereo not given) | 1.21 | 1.46 | 29.6
Cc1ccc(-c2cc(C(=O)N/N=C/C=C/c3ccco3)c3ccccc3n2)cc1C | -0.79 | -0.26 | 0.0
CCCCOc1ccc(-c2cn3ccccc3n2)cc1[N+](=O)[O-] | -1.68 | -0.69 | 40.0
COc1ccc(Cc2nnc(SCc3nc4ccccc4c(=O)[nH]3)n2C)cc1 | 0.59 | 0.28 | /
CC(C)c1cc(C(=O)NC2CCCCC2)no1 | 0.01 | -0.66 | /
CC(C)(C)c1cc(C(=S)N2CCN(CCO)CC2)cc(C(C)(C)C)c1O | 0.76 | 1.01 | -47.6
COc1ccc2c(C(=O)CN3CCC(C)CC3)c[nH]c2c1 | 2.57 | 2.35 | 27.8
Cc1cc(Cl)cc(Cl)c1OCCCCN(C)C | 0.97 | 0.87 | -71.0
CC12CC(c3ccccc3O1)N(C(=O)c1ccco1)C(=S)N2c1ccc(F)cc1 (stereo not given) | -0.62 | -0.47 | -27.9
Cc1ccc(SCC(=O)Nc2ccc3c(c2)C(=O)NC3=O)cc1 | / | / | -129.4
O=C(Nc1ccc(O)c2c(=O)cc(-c3ccccc3Cl)oc12)c1ccccc1Cl | -0.82 | 0.29 | -95.2

Continuation:
SMILES | SDO1 yeast rescue | SDO1 yeast rescue Rescue 24 h | INS promoter inh
CCOc1ccc(/C=N/NC(=O)Cc2csc(Nc3cccc(C(F)(F)F)c3)n2)cc1 | -1.83 | -0.89 | -117.4
Cc1ccc(S(=O)(=O)N2CCN(CC(=O)N(CC(C)C)c3c(N)n(CC(C)C)c(=O)[nH]c3=O)CC2)c(C)c1 | 0.19 | -0.24 | 19.4
C=CC[n+]1c(-c2ccc(OC)c(OC)c2)csc1NNC(=O)Nc1ccccc1 | -0.38 | -0.65 | 28.6
CC(=O)Nc1ccc(S(=O)(=O)NCc2csc(-c3cccnc3)n2)cc1 | 1.5 | 1.47 | 43.0
C[n+]1ccc(CC2C(=[N+]([O-])[O-])C=Nc3ncnn32)cc1 (stereo not given) | / | / | 66.7
COC(=O)C1CSc2[nH]c(=O)sc2C1c1ccc(O)c(OC)c1 (stereo not given) | 0.24 | -0.21 | 21.9
O=C(CN(C(=O)c1ccc(Cl)cc1Cl)N1C(=O)C2C3C=CC(C3)C2C1=O)c1ccc(F)cc1 (stereo not given) | / | / | -13.9
COC(=O)c1c(NC(=O)CN2CCC(C(N)=O)CC2)c2c(C)cccc2n1C | 0.5 | 0.2 | /
CCOc1ccc(N2C(=O)CC(N(C)Cc3ccccc3)C2=O)cc1 (stereo not given) | 1.37 | 0.99 | -14.3
CC(=O)NC(C)(C)C1CC=C(C)/C(=N\O)C1 (stereo not given) | -0.67 | -0.42 | /
Cc1cc(C)c(O)c(-c2cc(C(=O)Nc3ccc(S(=O)(=O)N4CCOCC4)cc3)[nH]n2)c1 | 0.43 | -0.14 | /
CCCCCC1CC(/C(C)=N/NC(N)=O)OC1=O (stereo not given) | 0.32 | -0.21 | 20.0
Cc1ccc2c(c1)cc(CN(Cc1ccco1)C(=O)COc1ccccc1)c1nnnn12 | -1.57 | -0.62 | 36.7
CCC(C)Nc1nc(OCC(F)(F)F)nc(OCC(F)(F)F)n1 (stereo not given) | 0.46 | 0.41 | 27.3
Brc1ccc(-c2cnc(-c3cccs3)o2)cc1 | -1.23 | -1.13 | 45.5
CCc1ccc(NC2=NCC(c3ccccc3)S2)cc1 (stereo not given) | / | / | -16.7
O=C(NCc1ccncc1)C(=O)NCC(c1ccccc1)c1ccccc1 | -0.59 | -1.02 | 25.6
Cc1cccc2[nH]c3c(N4CCC5(CC4)OCCO5)ncnc3c12 | -0.65 | -0.71 | -23.3
Cc1ccc(C)c2[nH]c(=O)c(C(c3nnnn3Cc3ccco3)N3CCc4ccccc4C3)cc12 (stereo not given) | -0.78 | -0.25 | /
O=C(C1CCN(S(=O)(=O)c2cccc3cccnc23)CC1)N1CCN(C2CCCC2)CC1 | 1.1 | 0.33 | -45.0
O=C(NC1CCCCC1)N1CCCC(CNS(=O)(=O)Cc2ccccc2)C1 (stereo not given) | / | / | -21.4
CCn1c(=O)cc(SCC(=O)N2CCN(C)CC2)c2ccccc21 | 0.24 | 0.8 | -65.2
COCCn1c(C)cc(/C=C2/NC(=O)N(c3ccc(Cl)cc3)C2=O)c1C | 0.05 | 1.54 | /
CN1CCN(C(=O)CCCOc2cc(=O)n(C)c3ccccc23)CC1 | 0.19 | -0.04 | -7.1
c1ccc(N2CCN(c3ncnc4c3oc3ccccc34)CC2)cc1 | -1.94 | -1.09 | -6.2

(further entries)
SMILES | SDO1 yeast rescue | SDO1 yeast rescue Rescue 24 h | INS promoter inh
Cn1c(=O)oc2cc(S(=O)(=O)N3CCC(C(=O)NCc4cccs4)CC3)ccc21 | 0.64 | 0.17 | /
CN(C)CCNC(=O)c1coc(=O)c(Br)c1 | 12.9* | 7.72* | /
CCC(=O)Nc1nonc1-c1nc2ccccc2n1CC(C)C | -0.9 | -0.87 | /
Cc1ccc(Cl)cc1N1CCN(C(=O)CSc2nnc3n2C(C)(C)Cc2ccccc2-3)CC1 | -1.22 | -0.3 | -35.5
N#Cc1c(C(F)(F)F)cc(-c2ccccc2Cl)[nH]c1=O | 2.78 | 1.5 | /
Cc1ccc(NC(=O)c2ccn(C(=O)Nc3ccccc3)n2)c(C)c1 | / | / | 0.0
CCOc1ccc2nc(SCC(=O)N3c4ccccc4Sc4ccccc43)c(C#N)cc2c1 | 0.4 | 1.12 | -163.0
Cc1nc2[nH]c(=O)c3c(n2n1)NC1=C(C(=O)CC(C)(C)C1)C3c1ccc(F)cc1 (stereo not given) | 1.18 | 0.5 | /
C=CCn1c(NCCc2ccccc2)nc2c1c(=O)n(C)c(=O)n2C | 0.4 | -0.25 | 29.7
O=C(Cn1c(=O)oc2ccccc21)c1ccccc1 | -0.54 | -0.07 | 72.6*
CCN(C(=O)CSc1ccc2c(c1)OCCO2)C1CCS(=O)(=O)C1 (stereo not given) | 0.08 | -0.09 | -46.1
CC(C)(C)OC(=O)N[C@H](Cc1ccccc1)C(=O)N1CCC(C(=O)O)CC1 | 0.02 | -0.47 | 30.8
O=C(CSc1nnc(Cn2cnc3ccccc32)o1)Nc1cccc2ccccc12 | 0.58 | 0.16 | 16.2
CC1(C)Cc2cccc(OCC(O)CN3CCN(c4ccccn4)CC3)c2O1 (stereo not given) | 1.14 | 1.49 | -16.2
CCOC(=O)C1CCCN(C(=O)C2CCN(c3nnc(-n4cccc4)s3)CC2)C1 (stereo not given) | 0.14 | -0.07 | /
Cc1nc2sc3c(c2c(=O)o1)CCC3 | -0.09 | -1.08 | 6.7
CCn1c(SCc2nc3ccccc3[nH]2)nnc1-c1cccnc1 | -0.47 | -0.02 | -100.0
CCN(CC)CCN(C(=O)c1ccc(CN2CCCCC2)o1)C(C(=O)NC1CCCCC1)c1ccc(F)cc1 (stereo not given) | / | / | -57.1
Cc1ccc(S(=O)(=O)c2ccc(C)cc2)cc1 | -0.86 | -1.13 | 19.4
Nc1ccc(Cl)c(S(=O)(=O)Nc2ccccc2Cl)c1 | / | / | -40.0
O=C(CSCCO)Nc1cccc([N+](=O)[O-])c1 | 0.78 | 0.98 | -5.4
CC(=O)c1cccc(NC(=S)N2CCN(CCN3C(=O)c4cccc5cccc(c45)C3=O)CC2)c1 | / | / | -20.0
CCOC(=O)C(CC(=O)O)N1CCCCC1 (stereo not given) | 0.58 | 0.54 | /
O=C(NCC1CCCO1)c1ccc(/C=N/O)nc1 (stereo not given) | -0.14 | -0.67 | -5.0
Cc1ccc(NC(=O)COC(=O)CNC(=O)c2ccc(C)s2)cc1 | / | / | -17.1

6 records picked at random from the list so far, as already listed:
SMILES | SDO1 yeast rescue | SDO1 yeast rescue Rescue 24 h | INS promoter inh
Cn1c(=O)oc2cc(S(=O)(=O)N3CCC(C(=O)NCc4cccs4)CC3)ccc21 | 0.64 | 0.17 | /
Cc1ccc(S(=O)(=O)N2CCN(CC(=O)N(CC(C)C)c3c(N)n(CC(C)C)c(=O)[nH]c3=O)CC2)c(C)c1 | 0.19 | -0.24 | 19.4
Nc1ccc(Cl)c(S(=O)(=O)Nc2ccccc2Cl)c1 | / | / | -40.0
CCc1nnc(NC(=O)CSc2nnc(Cc3ccccc3)n2Cc2ccccc2)s1 | 0.07 | -0.08 | /
Cc1cc(Cl)cc(Cl)c1OCCCCN(C)C | 0.97 | 0.87 | -71.0
Brc1ccc(-c2cnc(-c3cccs3)o2)cc1 | -1.23 | -1.13 | 45.5

An excerpt (hit frequency here may not be typical).
